High-throughput results from PubChem.
L3MBTL1 inh – qHTS Assay for the Inhibitors of L3MBTL1 | Lethal(3)malignant brain tumor-like protein 1 (Homo sapiens), Q9Y468 | AlphaScreen L3MBTL1–H3K9me1 peptide binding | Potency, µM (top dose mostly 57.1 µM), for inactives: at the top dose activity, negative = inhibition, actives largely listed as inhibitors | 230,000 tested, 0.66% active | AID 485360, 2010; also: nearly all actives have a fitted effect of over 60% in size
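AlphaScreen proximity signal between nickel-chelate acceptor and streptavidin donor beads (final 10 ug/mL) reports binding of 50 nM L3MBTL1 to 75 nM biotin-H3 K9me1 peptide; complex incubated with compounds 30 min at room temperature; cefsulodin titration as control.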
TR SRC2 fluor cs – Total Fluorescence Counterscreen for Inhibitors of the Interaction of Thyroid Hormone Receptor and Steroid Receptor Coregulator 2; TRb/SRC2 Texas Red total fluorescence interference; 280,000 tested, 0.29% active; Potency, µM (doses to about 106 µM), for inactives: at the highest dose fluorescence change, negative = quenching; active = well fitted curve in either direction with a large enough effect; inconclusive = small, poorly fitted or top-dose-only effect
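Human TRβ ligand-binding domain (0.6 uM) and Texas Red SRC2 peptide (20 nM) in Tris buffer with 1 uM T3 and 5% DMSO were incubated with pinned compound for 5 hr at ambient temperature. Total fluorescence was computed as S + 2P (555/632 nm).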
TRb SRC2 PPI – qHTS for Inhibitors of the Interaction of Thyroid Hormone Receptor and Steroid Receptor Coregulator 2 | Potency, µM (highest dose often 106 µM), for the others: at the top dose activity change, negative = inhibition, usual class: inhibitors | 280,000 tested, 0.065% active | Thyroid hormone receptor beta (Homo sapiens), P10828 | AID 1469, 2008 | TRbeta-SRC2 peptide binding, fluorescence polarization; receptor liganded with 1 µM T3;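 also: plate controls were bound peptide for no effect and peptide without receptor for full effect; nearly all actives have a fitted effect of over 50% in size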
Target sequence (P10828 whole entry, looked up): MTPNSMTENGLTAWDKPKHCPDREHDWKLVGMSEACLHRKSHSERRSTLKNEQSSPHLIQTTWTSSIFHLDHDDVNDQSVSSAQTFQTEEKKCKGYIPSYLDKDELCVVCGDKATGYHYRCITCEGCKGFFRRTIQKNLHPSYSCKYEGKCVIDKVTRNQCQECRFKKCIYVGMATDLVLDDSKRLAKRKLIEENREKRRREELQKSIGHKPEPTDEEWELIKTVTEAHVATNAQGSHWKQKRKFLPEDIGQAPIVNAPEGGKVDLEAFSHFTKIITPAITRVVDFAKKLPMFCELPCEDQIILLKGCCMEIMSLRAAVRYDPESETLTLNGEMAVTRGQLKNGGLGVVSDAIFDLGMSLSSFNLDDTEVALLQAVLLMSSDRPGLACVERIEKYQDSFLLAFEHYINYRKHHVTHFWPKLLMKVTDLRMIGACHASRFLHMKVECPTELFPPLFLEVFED
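Read-out is fluorescence polarization (555 nm excitation, 632 nm emission) of a Texas Red SRC2 coactivator peptide; loss of signal reflects blocked binding to human TRb ligand-binding domain in the presence of 1 uM T3.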
Tau FP inhib – qHTS for Inhibitors of Tau Fibril Formation, Fluorescence Polarization. Microtubule-associated protein tau (Homo sapiens), P10636. AID 1468, 2008. K18 P301L tau heparin fibrillization, Alexa594 FP, 6 h. Potency, µM (series often up to 57.7 µM), for inactives: top-dose activity, negative = inhibition, usual class: inhibitors. 280,000 tested, 0.39% active; also: nearly all actives have a fitted effect of over 55% in size
Target sequence (P10636 561-689 P618L limits assumed): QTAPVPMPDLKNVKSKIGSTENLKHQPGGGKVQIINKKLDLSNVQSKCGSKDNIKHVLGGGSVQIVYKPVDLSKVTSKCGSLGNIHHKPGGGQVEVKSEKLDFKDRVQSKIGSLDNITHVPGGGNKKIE
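Human tau K18 […] P301L fragment, 15 uM unlabeled plus 0.24 uM Alexa 594-labeled tau (final), with compound and 20 uM heparin in 100 mM sodium acetate pH 7; 6 hr at 37 C, then Alexa 594 FP read.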
aGal spleen mod – qHTS Assay for Inhibitors and Activators of Human alpha-Galactosidase From Spleen Homogenate; human spleen homogenate, 4MU-alpha-Gal fluorescence, 40 min; AID 2107, 2009; 240,000 tested, 0.008% active; Potency, µM (doses to about 80 µM), for the others: at the highest dose activity change, negative = inhibition, usual class: inhibitors;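 also: 0% = enzyme with vehicle and -100% = no enzyme basal signal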
Target sequence (P06280 32-429 limits assumed): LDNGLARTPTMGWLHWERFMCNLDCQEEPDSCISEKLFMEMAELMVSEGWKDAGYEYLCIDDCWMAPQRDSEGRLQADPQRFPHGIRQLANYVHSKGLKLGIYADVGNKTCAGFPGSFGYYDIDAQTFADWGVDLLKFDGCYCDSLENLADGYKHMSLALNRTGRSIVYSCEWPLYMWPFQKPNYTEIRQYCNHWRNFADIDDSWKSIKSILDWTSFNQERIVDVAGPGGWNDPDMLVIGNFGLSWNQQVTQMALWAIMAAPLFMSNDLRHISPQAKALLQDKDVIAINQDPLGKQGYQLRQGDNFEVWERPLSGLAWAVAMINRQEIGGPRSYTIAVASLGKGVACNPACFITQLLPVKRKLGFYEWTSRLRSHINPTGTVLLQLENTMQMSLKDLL
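Fluorogenic readout (Ex 365/Em 440 nm) of 4-methylumbelliferone released from 1 mM 4-MU-alpha-galactoside by spleen homogenate, 40 min at 37C, pH 5.0. Data normalized to no-enzyme and enzyme controls; Hill-equation AC50 from compound titrations.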
Tau fluor cs – Counterscreen qHTS for Inhibitors of Tau Fibril Formation, Fluorescence Polarization; tau K18 P301L Alexa594 fluorescence, heparin fibrillization; Potency, µM (series often up to 57.7 µM), without a hit: top-dose activity change, negative = decrease; 280,000 tested, 0.93% active; AID 1463, 2008; also: nearly all actives have a fitted effect of over 55% in size
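Human K18 P301L tau (15 uM unlabeled plus 0.24 uM Alexa 594-labeled, final) in 100 mM sodium acetate pH 7 was mixed with compound and 20 uM heparin and incubated 6 hr at 37 C.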
ALDH1A1 inh – qHTS Assay for Inhibitors of Aldehyde Dehydrogenase 1 (ALDH1A1); Aldehyde dehydrogenase 1A1 (Homo sapiens), P00352; Purified ALDH1A1, NADH fluorescence, propionaldehyde substrate; Potency, µM (series often up to 75.3 µM), for inactives: top-dose activity, negative = inhibition, actives largely listed as inhibitors; 220,000 tested, 7.3% active; active = well fitted inhibition curve with a large enough effect, not every such curve was filed as active; inconclusive = small, poorly fitted or top-dose-only effect, or another doubt; inactive = no such curve, though single readings can be large or run the other way;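 also: plate controls were no enzyme wells and a reference inhibitor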
Tau fibril ThT – qHTS for Inhibitors of Tau Fibril Formation, Thioflavin T Binding; Potency, µM (titrated, usually from 57.4 µM), without a hit: at the top dose activity, negative = inhibition, most hits filed as inhibitors; 270,000 tested, 2.1% active; Microtubule-associated protein tau (Homo sapiens), P10636; recombinant tau K18 P301L, heparin-induced fibrillization, ThT fluorescence; also: nearly all actives have a fitted effect of over 55% in size
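Using a mix of unlabeled (15 uM) and Alexa 594-labeled (0.24 uM) tau K18 P301L, heparin-triggered fibrillization over 6 hr at 37 C was scored by ThT fluorescence.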
* = called active by the depositor; u = inconclusive; x = not tested or not shown; [ ] = another dose, or the depositor's remark. Unless noted, calls follow the shape of the dose curve; as a rule, active = well fitted curve in the direction sought with a large enough effect; inconclusive = small, poorly fitted or top-dose-only effect, or another doubt; inactive = no such curve, though single readings can be large; an effect the other way counts as inactive or inconclusive. Unless noted, % is scaled to controls: 0 for no effect and ±100 for the full control effect; potency is read from the fitted curve at half-maximal effect.

Fields: TR SRC2 fluor cs, Tau fibril ThT, TRb SRC2 PPI, ALDH1A1 inh, aGal spleen mod, L3MBTL1 inh, Tau fluor cs, Tau FP inhib
1. O=C(N/N=C/c1ccco1)c1ccc(OCc2ccccc2)cc1
 : -3%, u, -2%, 2%, -11%, -6%, -14%, -12%
2. Nc1nc(SCC(=O)NCCC(c2ccccc2)c2ccccc2)n[nH]1
 : 1%, -3%, 3%, 6%, -8%, x, -9%, 1%
3. COc1ccc(C(=O)C2CCCN(C(=O)c3n[nH]c4c3CCCC4)C2)cc1OC (stereo not given)
 : -2%[53 µM], 0%, 4%[53 µM], 12%, 0%, 10%, 11%, 16%
4. CCc1ccc(NC(=O)N(Cc2ccco2)C(C)c2cccs2)cc1 (stereo not given)
 : -2%, u, 1%, -9%, -2%, -1%, -16%, -4%
5. Fc1ccccc1-c1csc(=Nc2cccnc2)n1CC1CCCO1 (stereo not given)
 : -1%, -2%, 3%, 2%, -3%, -9%, -4%, -3%
6. CCOC(=O)C1CCCN(c2cc(=O)n(C3CCCCC3)c(=O)[nH]2)C1 (stereo not given)
 : -1%, -2%, 7%, u, 5%, x, 4%, -1%
7. CCOC(=O)N1CCc2c(sc(NCc3sccc3C)c2C(=O)Nc2cc(OC)ccc2OC)C1
 : -6%, u, 0%, x, x, x, u, -2%
8. Cc1nnsc1-c1nnc(SCC(=O)c2ccc(F)cc2)n1C1CC1
 : 1%, -9%, 6%, x, 15%, -2%, -19%, 1%
9. Cc1c(C(=O)N(C)C)sc2c1c(=O)n(-c1ccc(Cl)c(Cl)c1)c(=O)n2CC(=O)C(C)(C)C
 : 2%, 2%, -1%, x, x, x, -6%, 0%
10. COc1ccc(CC(=O)NCc2n[nH]c(=S)n2-c2ccccc2)cc1
 : 3%, -7%, -1%, -7%, -11%, x, -6%, -7%
11. CCN=C1SC(CC(=O)Nc2ccc3c(c2)OCO3)C(=O)N1CC (stereo not given)
 : -2%, -4%, 3%, -6%, -5%, 2%, -6%, -10%
12. CN(C)S(=O)(=O)NC(c1ccccc1)c1ccccc1
 : 1%, 4%, -5%, -1%, -18%, 2%, -3%, -6%
13. CCOc1nc(Nc2ccc(OC)cc2)nc(N2CCOCC2)n1
 : 0%, -5%, 6%, 9%, 1%, 1%, -12%, 6%
14. O=S(=O)(c1ccc2c(c1)OCCO2)N1CCC(c2nc3ccccc3s2)CC1
 : 0%, -5%, 10%, u, 0%, -3%, -20%, -9%
15. Cc1c(Br)c([N+](=O)[O-])nn1C(C)C(=O)NCc1cccnc1 (stereo not given)
 : -3%, -7%, -4%, -6%, 1%, x, -3%, 1%
16. O=C(O)CC1SC(=Nc2cccc(O)c2)NC1=O (stereo not given)
 : -3%, 4%, -19%, -5%, -8%, x, 7%, -4%
17. N#Cc1cccc(-n2nnnc2-c2ccccn2)c1
 : -12%, 6.3µM*, 5%, u, 9%, -5%, 14µM*[quencher], -2%
18. O=Cc1ccc2oc3nc4n(c(=O)c3c(=O)c2c1)CCCS4
 : -15%, -7%, 13%, 2.5µM*, 3%, x, -4%, 4%
19. O=S(=O)(NCCc1csc2nc(-c3ccc(Cl)cc3)nn12)c1cccs1
 : -1%, 3%, -9%, x, x, x, -23%, u
20. COc1cc(NC(=O)Cn2cnc(S(=O)(=O)N3CCCC3)c2)cc(OC)c1OC
 : -4%, 1%, 3%, x, x, x, -3%, -3%
21. CCc1ccc(C(C)NC(=O)c2cc(C)oc2C)cc1 (stereo not given)
 : -5%, u, 4%, u, -5%, -10%, -14%, -7%
22. COCCCN1CN(Cc2ccccc2)CNC1=S
 : -5%, 4%, -1%, 8.9µM*, -16%, 8%, 4%, -2%
23. CCC(C)NC(=O)Cc1c(OC)ccc2cc(Br)ccc12 (stereo not given)
 : 0%, 6%, 7%, -1%, -1%, -2%, 3%, -1%
24. CCSc1nc(=O)n(-c2ccccc2)c(C)c1C(C)=S
 : -2%, -9%, -3%, -1%, 0%, 7%, -2%, -7%
25. O=C(NNc1c(Cl)cc(Cl)cc1Cl)C1CCC1
 : -1%, 3%, -4%, 16%, -7%, -1%, 0%, 6%
26. Cc1cccc(NC(=O)CSc2nnc(-c3ccccc3Br)o2)c1C
 : 2%, -3%, 2%, -7%, 3%, 0%, -5%, -2%
27. O=C(NCCc1ccccc1)C1CCN(Cc2ccccc2F)CC1
 : 1%, 6%, -1%, u, -1%, -2%, 4%, 5%
28. CC(C)Cc1ccc(S(=O)(=O)Nc2ccccn2)cc1
 : -2%, x, 9%, x, -3%, x, 16%, 8%
29. CC(C)C(=O)N1CCN(CCN=CC2=C(O)CC(c3ccco3)CC2=O)CC1 (stereo not given)
 : -5%, u, -7%, u, -1%, -91%, -10%, 5%
30. Cc1nnc(SCC(=O)N(CC(C)C)c2c(N)n(CC(C)C)c(=O)[nH]c2=O)n1-c1ccccc1
 : -2%, -3%, 2%, -2%, 0%, x, -7%, 0%

Molecules shown so far with an aryl methoxy group:
Fields: TR SRC2 fluor cs, Tau fibril ThT, TRb SRC2 PPI, ALDH1A1 inh, aGal spleen mod, L3MBTL1 inh, Tau fluor cs, Tau FP inhib
3. COc1ccc(C(=O)C2CCCN(C(=O)c3n[nH]c4c3CCCC4)C2)cc1OC (stereo not given)
 : -2%[53 µM], 0%, 4%[53 µM], 12%, 0%, 10%, 11%, 16%
7. CCOC(=O)N1CCc2c(sc(NCc3sccc3C)c2C(=O)Nc2cc(OC)ccc2OC)C1
 : -6%, u, 0%, x, x, x, u, -2%
10. COc1ccc(CC(=O)NCc2n[nH]c(=S)n2-c2ccccc2)cc1
 : 3%, -7%, -1%, -7%, -11%, x, -6%, -7%
13. CCOc1nc(Nc2ccc(OC)cc2)nc(N2CCOCC2)n1
 : 0%, -5%, 6%, 9%, 1%, 1%, -12%, 6%
20. COc1cc(NC(=O)Cn2cnc(S(=O)(=O)N3CCCC3)c2)cc(OC)c1OC
 : -4%, 1%, 3%, x, x, x, -3%, -3%
23. CCC(C)NC(=O)Cc1c(OC)ccc2cc(Br)ccc12 (stereo not given)
 : 0%, 6%, 7%, -1%, -1%, -2%, 3%, -1%

(more compounds)
Fields: TR SRC2 fluor cs, Tau fibril ThT, TRb SRC2 PPI, ALDH1A1 inh, aGal spleen mod, L3MBTL1 inh, Tau fluor cs, Tau FP inhib
31. COc1ccc(OC)c2sc(N3CCN(C(=O)c4ccco4)CC3)nc12
 : -2%, -13%, -1%, x, x, x, -4%, -8%
32. COC(=O)c1sccc1N/N=C/c1ccc(OC)c(OC)c1OC
 : -6%, u, 0%, u, 11%, 61%[activator], u, 5%
33. CCCCOc1ccccc1NC(=O)CC1Sc2ccccc2NC1=O (stereo not given)
 : -2%, 13%, 8%, x, x, x, -4%, -10%
34. COc1ccc2c(c1)cc1n2CCN2CCCN=C12
 : 1%, -3%, 6%, u, 6%, x, 1%, -1%
35. Cc1cccc(OCc2nc(C#N)c(N3CC(C)CC(C)C3)o2)c1 (stereo not given)
 : 0%, -7%, -19%, -15%, -1%, x, -12%, 2%
36. CCCC(c1nnnn1Cc1cccs1)N1CCN(c2ccc(OC)cc2)CC1 (stereo not given)
 : -1%, -12%, 0%, -10%, -3%, -20%, -22%, 4%
37. Cc1nc2ccc(NC(=O)c3nn(C(C)C)c(=O)c4ccccc34)cc2s1
 : 5%, -17%, 0%, -7%, 8%, 8%, -16%, 5%
38. COc1ccc(CN(CC2CCC(C(=O)O)CC2)C(=S)Nc2cc(C)cc(C)c2)cc1 (stereo not given)
 : -5%, u, 5%, u, 0%, x, -19%, -9%
39. COc1ccc(CC(=O)NNS(=O)(=O)c2ccccc2)cc1OC
 : 0%, -8%, -8%, 1%, -2%, 4%, -5%, -3%
40. N#Cc1ccc(NC(=O)COC(=O)C2Cc3ccccc3CN2C(=O)c2ccccc2)cc1 (stereo not given)
 : -2%, 7%, -10%, 5%, 2%, 2%, -19%, u
41. O=C(CSc1nc2ccsc2c(=O)n1-c1ccccc1)N1CCCC1
 : -2%, -4%, -11%, u, -3%, -1%, -5%, 1%
42. Cc1cc(C)cc(OCC(=O)N(Cc2ccc(Cl)cc2)C2CCS(=O)(=O)C2)c1 (stereo not given)
 : -10%, -10%, 3%, x, x, x, -15%, 15%
43. O=Cc1ccc(OC(=O)c2cccnc2)cc1
 : 2%, u, -7%, 5µM*, 6%, -5%, 7%, 6%
44. Cc1ccc(CN2CCN(Cc3nc(C(C)C)cs3)CC2CCO)cc1 (stereo not given)
 : -2%, -10%, -12%, -22%, 2%, -9%, -3%, -2%
45. CCCOC(=O)c1ccc(OCC(O)CN2C(=O)NC(C)(C)C2=O)cc1 (stereo not given)
 : -3%, -10%, -9%, 4%, -3%, x, -4%, -1%
46. CC1CN(C2CCN(S(=O)(=O)c3ccc4ccccc4c3)CC2)CC(C)O1 (stereo not given)
 : 1%, -10%, -15%, 14µM*, 31%, -6%, -11%, -13%
47. CCOC(=O)CC(N)c1ccc(OC)cc1 (stereo not given)
 : 2%, -4%, -1%, 7%, -2%, x, -3%, 6%
48. COc1cccc(C(=O)N2CCN(C(=O)c3cccc(F)c3)CC2)c1
 : 0%, -5%, 6%, u, -2%, 4%, -5%, -1%
49. O=c1c2c3c(sc2n(CCN2CCCC2)c(=O)n1Cc1ccccc1)CCCCC3
 : -1%, -4%, 0%, x, -5%, x, -11%, 4%
50. S=C1NC(c2cccs2)=CC(c2ccc(Br)cc2)N1 (stereo not given)
 : 0%, u, 7%, 0.4µM*, -14%, -8%, -10%, 4%
51. O=C(CN1CCCC1)N1CCCc2ccccc21
 : 0%, 2%, -2%, u, 1%, -7%, 8%, 1%
52. COCN(C#N)c1nc(N(C)C)nc(N(C)C)n1
 : 0%, -3%, -2%, 5%, 10%, 3%, -8%, 5%
53. O=C(COc1ccccc1C(=O)O)Nc1nc2ccc([N+](=O)[O-])cc2s1
 : -2%, u, 1%, -3%, -7%, 4%, u, -10%
